Screens deposited in PubChem BioAssay by National Center for Advancing Translational Sciences (NCATS).
MCF10A rereplic – induces DNA re-replication in MCF 10a normal breast cells. MCF 10A DNA re-replication, Hoechst nuclear intensity, 48 h. Potency, µM (top dose mostly 46.1 µM), inactives show top-dose activity, positive = re-replication, actives largely listed as activators. actives 2.9% (n = 350,000); further: potency means the concentration at half of the fitted maximal effect; % of control where 0% means no effect; nearly all actives have a fitted effect of over 50% in size
SW480 rerep – induces DNA re-replication in SW480 colon adenocarcinoma cells. SW480 DNA re-replication, Hoechst DNA content imaging, 48 h. Potency, µM (top dose mostly 46.1 µM), inactives show at the highest dose re-replication activation, most hits filed as activators. actives 1.8% (n = 340,000). AID 624297; further: potency means the concentration at half of the fitted maximal effect; % of control where 0% means no effect; nearly all actives have a fitted effect of over 55% in size
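DNA re-replication was detected as more nuclei of elevated Hoechst intensity after 48 hr exposure to compound (23 nL pinned per well of 250 cells).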
HT1080-NT tox – kills 2HG-producing HT-1080-NT fibrosarcoma cells; HT-1080-NT fibrosarcoma viability, CellTiter-Glo ATP luminescence, 48 h; actives 1.6% (n = 360,000); Potency, µM (highest dose often 46.1 µM), for the others: at the highest dose activity, negative = less viability, actives largely listed as cytotoxic; AID 686970;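 further: NT is the 2HG producing partner of a matched IDH1 knockdown line; potency means the concentration at half of the fitted maximal effect; 0% = DMSO-treated cells and -100% = media-only wells without cells; nearly all actives have a fitted effect of over 55% in size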
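750 cells/well, RPMI + 5% FBS; 2 h settle, compound pin-transfer, 48 h at 37 degrees C. CellTiter-Glo 10 min RT, luminescence. Normalized to DMSO and media-only wells.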
KB-V1 MDR tox – KB-V1 MDR subline cytotoxicity; AID 1347076; KB-V1 MDR cells viability, CellTiter-Glo, 72 h; actives 3.4% (n = 400,000); Potency, µM (series often up to 46.1 µM), inactives show at the top dose activity change, negative = cytotoxicity, actives largely listed as cytotoxic; further: potency means the concentration at half of the fitted maximal effect; on the % scale 0 is the no-effect control and ±100 the full control effect; nearly all actives have a fitted effect of over 60% in size
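Luminescent ATP read-out (CellTiter-Glo, 10 min) measures survival of drug-selected KB-V1 MDR cells after 72 h, 37 degrees C compound exposure. Medium: phenol-red-free DMEM, 10% FBS. Values from fitted concentration-response curves.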
ATXN2 expr inh – inhibitors of ATXN2 expression. Potency, µM (doses to about 57 µM), for inactives: at the top dose activity change, negative = inhibition, actives largely listed as inhibitors. actives 0.72% (n = 360,000). HEK-293 ATXN2-luciferase reporter, luminescence, 24 h. AID 1745845; further: potency means the concentration at half of the fitted maximal effect; on the % scale 0 is the no-effect control and ±100 the full control effect; nearly all actives have a fitted effect of over 55% in size
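ATXN2-luciferase reporter cells (luciferase flanked by upstream and downstream ATXN2 gene portions) were treated 24 h at 37 °C with compounds at up to 57 uM. SteadyGlo luminescence gave expression; GF-AFC fluorescence gave viability.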
IL1B secr inh – inflammasome signaling inhibition, IL-1 beta readout; THP-1 LPS/ATP IL-1B secretion, AlphaLISA, 16 h; stronger effect = lower value; activity change, % at 57.5 µM; actives 4.7% (n = 360,000); AID 743279; in the data active means activity change below about -50%; inconclusive means mostly about -30% to -49%; further: on the % scale 0 is the no-effect control and ±100 the full control effect
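Secreted IL-1B measured by AlphaLISA bead assay after 16 h compound exposure of THP-1 cells; compounds (final up to 57.5 uM) added 1 h before LPS (250 ng/mL) and ATP (1.25 mM) stimulation; lower signal means less secretion.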
HT1080 IDH1KD tx – toxicity to HT-1080 IDH1 knockdown cells (counter line). AID 686971. Potency, µM (highest dose often 46.1 µM), without a hit: at the highest dose activity, negative = toxicity, hits mostly cytotoxic. HT-1080 IDH1 knockdown viability, ATP luminescence, 48 h. actives 2% (n = 360,000);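 further: potency means the concentration at half of the fitted maximal effect; 0% = DMSO wells and -100% = cell-free medium wells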
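Viability of IDH1-knockdown HT-1080 fibrosarcoma cells was assessed by CellTiter-Glo after 48 h at 37 °C with titrated compound; concentration-effect curves were classified by fit quality and response size.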
WRN helicase inh – blocks human WRN helicase; AID 651768; actives 0.46% (n = 360,000); Q14191; WRN helicase unwinding, fluorescent forked duplex, kinetic; Potency, µM (top dose mostly 114 µM), without a hit: at the top dose activity change, negative = inhibition, most hits filed as inhibitors; further: potency means the concentration at half of the fitted maximal effect; on the % scale 0 is the no-effect control and ±100 the full control effect; nearly all actives have a fitted effect of over 55% in size
Target sequence (Q14191 whole entry, looked up): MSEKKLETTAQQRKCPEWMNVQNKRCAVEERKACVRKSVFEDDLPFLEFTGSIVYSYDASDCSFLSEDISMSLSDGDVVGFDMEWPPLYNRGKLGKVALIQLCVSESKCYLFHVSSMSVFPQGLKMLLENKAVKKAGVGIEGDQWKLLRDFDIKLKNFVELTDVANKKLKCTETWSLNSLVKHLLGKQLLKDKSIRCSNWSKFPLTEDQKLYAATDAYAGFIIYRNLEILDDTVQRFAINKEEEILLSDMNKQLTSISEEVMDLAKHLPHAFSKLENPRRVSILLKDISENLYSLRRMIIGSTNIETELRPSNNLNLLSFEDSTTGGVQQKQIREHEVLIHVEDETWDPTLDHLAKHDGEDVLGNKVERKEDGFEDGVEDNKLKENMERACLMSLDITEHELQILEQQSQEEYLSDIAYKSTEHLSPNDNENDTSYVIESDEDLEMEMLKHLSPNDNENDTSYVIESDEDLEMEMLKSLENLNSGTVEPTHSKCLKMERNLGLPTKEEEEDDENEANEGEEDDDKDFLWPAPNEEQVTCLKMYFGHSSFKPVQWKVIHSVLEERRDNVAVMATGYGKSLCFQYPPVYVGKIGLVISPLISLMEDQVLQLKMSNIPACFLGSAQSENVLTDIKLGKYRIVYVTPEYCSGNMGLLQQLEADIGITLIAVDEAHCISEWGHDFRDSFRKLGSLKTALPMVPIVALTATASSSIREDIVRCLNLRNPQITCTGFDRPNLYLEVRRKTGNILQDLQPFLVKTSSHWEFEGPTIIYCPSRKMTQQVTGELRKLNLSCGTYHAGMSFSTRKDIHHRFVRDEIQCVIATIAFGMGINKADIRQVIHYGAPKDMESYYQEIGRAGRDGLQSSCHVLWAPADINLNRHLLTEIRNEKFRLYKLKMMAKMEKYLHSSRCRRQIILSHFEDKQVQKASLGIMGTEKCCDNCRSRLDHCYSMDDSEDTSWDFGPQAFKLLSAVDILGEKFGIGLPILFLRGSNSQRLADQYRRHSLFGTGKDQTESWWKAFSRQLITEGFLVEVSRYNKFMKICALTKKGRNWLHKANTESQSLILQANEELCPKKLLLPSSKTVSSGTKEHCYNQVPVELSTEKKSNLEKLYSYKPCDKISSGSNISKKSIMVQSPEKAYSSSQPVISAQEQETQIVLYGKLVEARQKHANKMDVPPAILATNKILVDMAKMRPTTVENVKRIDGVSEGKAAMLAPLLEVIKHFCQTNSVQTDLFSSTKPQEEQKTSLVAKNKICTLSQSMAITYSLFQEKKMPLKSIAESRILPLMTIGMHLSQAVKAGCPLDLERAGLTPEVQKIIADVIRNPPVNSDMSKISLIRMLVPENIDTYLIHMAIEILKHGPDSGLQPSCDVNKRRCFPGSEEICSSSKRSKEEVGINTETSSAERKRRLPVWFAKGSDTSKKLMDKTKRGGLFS
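Enzyme (20 nM final) and test compound sit together 15 min at room temperature before substrate addition. Substrate is a single-forked duplex oligonucleotide (100 nM) labelled with fluorophore and quencher, with 2 mM ATP; helicase unwinding raises red fluorescence, read kinetically.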
KB-3-1 tox – kills parental KB-3-1 adenocarcinoma cells. KB-3-1 viability, CellTiter-Glo ATP luminescence, 72 h. Potency, µM (doses to about 46.1 µM), without a hit: at the top dose activity change, negative = cytotoxic, actives largely listed as cytotoxic. actives 1.4% (n = 400,000). AID 1347075; further: potency means the concentration at half of the fitted maximal effect; on the % scale 0 is the no-effect control and ±100 the full control effect; nearly all actives have a fitted effect of over 60% in size
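Multi-concentration cytotoxicity screen in KB-3-1 cells grown in DMEM lacking phenol red with 10% FBS. After 72 h at 37 °C with compound, ATP-dependent luminescence was recorded.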
* = called active by the depositor; [ ] = another dose, or the depositor's remark. Unless noted, the call rests on the fitted dose curve; in most records, active means well fitted curve in the direction sought with a large enough effect; inconclusive means small, poorly fitted or top-dose-only effect, or another doubt; inactive means no such curve, though single readings can be large; an effect the other way counts as inactive or inconclusive.

Screening Cn1cccc1C(C#N)c1ncc(C(F)(F)F)cc1Cl (centres undefined) returned MCF10A rereplic inconclusive, SW480 rerep inconclusive, HT1080-NT tox 8%, KB-V1 MDR tox 6%, ATXN2 expr inh -10%, IL1B secr inh -2, HT1080 IDH1KD tx -1%, WRN helicase inh -3% and KB-3-1 tox -1%.
For CC1CCc2c(sc3ncn(CC(=O)N4CCCCC4)c(=O)c23)C1 (centres undefined) the results were MCF10A rereplic 1%, SW480 rerep 3%, HT1080-NT tox 2%, KB-V1 MDR tox 20%, IL1B secr inh 5, HT1080 IDH1KD tx 6%, WRN helicase inh 3% and KB-3-1 tox 7%.
For CCN(CC)S(=O)(=O)c1cccc(-c2nnc(SCC(=O)NC3CCCCCC3)n2N)c1 the results were MCF10A rereplic 9%, SW480 rerep 11%, HT1080-NT tox -2%, KB-V1 MDR tox inconclusive, ATXN2 expr inh -16%, IL1B secr inh 7, HT1080 IDH1KD tx -2%, WRN helicase inh 5% and KB-3-1 tox -9%.
Screening CC1(C(=O)NCC2CC2)CCN1C(=O)C1(c2ccccc2)CC1 (centres undefined) returned HT1080-NT tox 26%, KB-V1 MDR tox -6%, ATXN2 expr inh -1%, IL1B secr inh -17, HT1080 IDH1KD tx 5%, WRN helicase inh -8% and KB-3-1 tox 0%.
Screening O=C(Nc1cccc(Cl)c1)N1CCN2C(=O)c3ccccc3C12c1ccccc1 (centres undefined) returned MCF10A rereplic inconclusive, SW480 rerep inconclusive, HT1080-NT tox inconclusive, KB-V1 MDR tox 0%, ATXN2 expr inh -24%, IL1B secr inh -58*, HT1080 IDH1KD tx inconclusive, WRN helicase inh -2% and KB-3-1 tox inconclusive.
For Cc1ccc(NC(=O)C2CC(=O)N(c3ccc4c(c3)OCCO4)C2)cc1S(=O)(=O)N(C)C (centres undefined) the results were MCF10A rereplic 2%, SW480 rerep -11%, HT1080-NT tox -4%, KB-V1 MDR tox -16%, ATXN2 expr inh -8%, IL1B secr inh 6, HT1080 IDH1KD tx -2%, WRN helicase inh 3% and KB-3-1 tox inconclusive.
Screening CCCN(CCC)C(=S)NC(=O)c1ccc(-c2ccccc2)cc1 returned MCF10A rereplic 21%, SW480 rerep inconclusive, HT1080-NT tox inconclusive, KB-V1 MDR tox -6%, ATXN2 expr inh inconclusive, IL1B secr inh 9, HT1080 IDH1KD tx inconclusive, WRN helicase inh -5% and KB-3-1 tox 0%.
CCCOc1ccc2[nH]cc(C(=O)O)c(=O)c2c1 was read as MCF10A rereplic inconclusive, SW480 rerep -7%[9.22 µM], HT1080-NT tox 10%, KB-V1 MDR tox 7%, ATXN2 expr inh -5%, IL1B secr inh 18, HT1080 IDH1KD tx 14%, WRN helicase inh -12% and KB-3-1 tox 4%.
`Cc1ccc(NC(=O)CCl)cc1S(=O)(=O)N1CCCCCC1` gave MCF10A rereplic inconclusive, SW480 rerep inconclusive, HT1080-NT tox 16µM*, KB-V1 MDR tox inconclusive, ATXN2 expr inh inconclusive, IL1B secr inh -87*, HT1080 IDH1KD tx 8.2µM*, WRN helicase inh 5% and KB-3-1 tox inconclusive.
Screening Cc1cc(Nc2ccc(N3CCC(C)CC3)cc2)n2ncnc2n1 returned MCF10A rereplic -1%, SW480 rerep -1%, HT1080-NT tox 7%, KB-V1 MDR tox inconclusive, ATXN2 expr inh -3%, IL1B secr inh 72, HT1080 IDH1KD tx 3%, WRN helicase inh -3% and KB-3-1 tox -23%.

The last 2 entries of the section above come first, to join the parts.
`Cc1ccc(NC(=O)CCl)cc1S(=O)(=O)N1CCCCCC1` gave MCF10A rereplic inconclusive, SW480 rerep inconclusive, HT1080-NT tox 16µM*, KB-V1 MDR tox inconclusive, ATXN2 expr inh inconclusive, IL1B secr inh -87*, HT1080 IDH1KD tx 8.2µM*, WRN helicase inh 5% and KB-3-1 tox inconclusive.
Screening Cc1cc(Nc2ccc(N3CCC(C)CC3)cc2)n2ncnc2n1 returned MCF10A rereplic -1%, SW480 rerep -1%, HT1080-NT tox 7%, KB-V1 MDR tox inconclusive, ATXN2 expr inh -3%, IL1B secr inh 72, HT1080 IDH1KD tx 3%, WRN helicase inh -3% and KB-3-1 tox -23%.
Screening NC(=O)c1ccc(-n2nnnc2SCC(=O)Nc2ccc(F)cc2)cc1 returned MCF10A rereplic -1%, SW480 rerep 1%, HT1080-NT tox -1%, KB-V1 MDR tox -2%, ATXN2 expr inh -8%, IL1B secr inh -28, HT1080 IDH1KD tx -3%, WRN helicase inh 3% and KB-3-1 tox -1%.
N#C/C(C(=O)NCc1ccccc1)=C1/SC(Cc2ccc(Cl)cc2)C(=O)N1c1ccccc1 (centres undefined) was read as MCF10A rereplic inconclusive, SW480 rerep -76%[inhibitor], HT1080-NT tox -12%, KB-V1 MDR tox -5%, IL1B secr inh -4, HT1080 IDH1KD tx 1%, WRN helicase inh 8% and KB-3-1 tox -13%.
Brc1ccc(OCCOc2cccc3cccnc23)cc1 was read as MCF10A rereplic 13%, SW480 rerep 169%, HT1080-NT tox -2%, KB-V1 MDR tox 3%, ATXN2 expr inh 14%, IL1B secr inh 31, HT1080 IDH1KD tx -4%, WRN helicase inh -18% and KB-3-1 tox 0%.
`O=C(C[C@@H]1C/C=C/CC[C@@H](Cc2ccc(F)cc2)C(=O)O[C@H](c2ccccc2)CNC1=O)NCCO` gave MCF10A rereplic inconclusive, SW480 rerep -3%, HT1080-NT tox 17%, KB-V1 MDR tox 27%, ATXN2 expr inh 0%, IL1B secr inh 24, HT1080 IDH1KD tx 3%, WRN helicase inh -4% and KB-3-1 tox 2%.
`CCCN1C2CCCC1CC(NC(=O)NC13CC4CC(CC(C4)C1)C3)C2` (centres undefined) gave MCF10A rereplic 2%, SW480 rerep -6%, HT1080-NT tox -2%, KB-V1 MDR tox 3%, IL1B secr inh -8, HT1080 IDH1KD tx 4%, WRN helicase inh 3% and KB-3-1 tox 4%.
Screening CCc1ccc(N(C(C)=O)c2nc(CCl)cs2)cc1 returned MCF10A rereplic inconclusive, SW480 rerep -6%, HT1080-NT tox -2%, KB-V1 MDR tox -21%, ATXN2 expr inh 5%, IL1B secr inh -23, HT1080 IDH1KD tx -8%, WRN helicase inh -12% and KB-3-1 tox -4%.
`Cc1cc(C)nc(SCc2nnc(SCC(=O)N3CCCc4ccccc43)o2)n1` gave MCF10A rereplic -3%, SW480 rerep -4%, HT1080-NT tox 13%, KB-V1 MDR tox inconclusive, ATXN2 expr inh -6%, IL1B secr inh -7, HT1080 IDH1KD tx 1%, WRN helicase inh -5% and KB-3-1 tox -9%.
`O=C(Nc1ccc(-n2cnnn2)cc1)c1cn2ccccc2n1` gave MCF10A rereplic 23%, SW480 rerep inconclusive, HT1080-NT tox -29%, KB-V1 MDR tox 3%, ATXN2 expr inh 4%, IL1B secr inh -6, HT1080 IDH1KD tx inconclusive, WRN helicase inh 2% and KB-3-1 tox inconclusive.
Screening CCNc1nc(Cl)nc(NCCOc2ccc(C)cc2)n1 returned MCF10A rereplic 1%, SW480 rerep -31%[inhibitor], HT1080-NT tox -2%, KB-V1 MDR tox inconclusive, ATXN2 expr inh -15%, IL1B secr inh 5, HT1080 IDH1KD tx -10%, WRN helicase inh 2% and KB-3-1 tox -14%.
Cc1ccc(NC(=O)c2ccc(OC(=O)c3ccco3)cc2)cc1 was read as MCF10A rereplic 21µM*, SW480 rerep inconclusive, HT1080-NT tox 4%, KB-V1 MDR tox 1%, ATXN2 expr inh 49%[activator], IL1B secr inh -8, HT1080 IDH1KD tx -19%, WRN helicase inh -18% and KB-3-1 tox 13%.
O/N=C1/CCc2nonc2/C1=N/O was read as MCF10A rereplic 17%, SW480 rerep 19%, HT1080-NT tox 2%, KB-V1 MDR tox -30%, ATXN2 expr inh -7%, IL1B secr inh -21, HT1080 IDH1KD tx 1%, WRN helicase inh -32%[57.1 µM] and KB-3-1 tox inconclusive.
`Cc1sc2nc[nH]c(=O)c2c1-c1ccc(Cl)cc1` gave MCF10A rereplic -2%, SW480 rerep 1%, HT1080-NT tox -6%, KB-V1 MDR tox -20%, ATXN2 expr inh -25%, IL1B secr inh 20, HT1080 IDH1KD tx -12%, WRN helicase inh 11% and KB-3-1 tox -1%.
For CCOC(=O)CSc1nc2ccccc2c(=O)[nH]1 the results were MCF10A rereplic 2%, SW480 rerep -1%, HT1080-NT tox -1%, KB-V1 MDR tox -9%, ATXN2 expr inh 6%, IL1B secr inh -19, HT1080 IDH1KD tx -2%, WRN helicase inh 4% and KB-3-1 tox -3%.
CN(C)C(=O)c1nc2ccc(Cl)cn2c1CN1CCCC(OCc2ccccc2)C1 (centres undefined) was read as MCF10A rereplic 9%, SW480 rerep -82%[inhibitor], HT1080-NT tox 5%, KB-V1 MDR tox 8%, ATXN2 expr inh -12%, IL1B secr inh 5, HT1080 IDH1KD tx 7%, WRN helicase inh -3% and KB-3-1 tox 4%.
`COCc1cc(C)nc(OCC(=O)N/N=C/c2ccc(-c3cc([N+](=O)[O-])ccc3C)o2)c1C#N` gave MCF10A rereplic 8%, SW480 rerep 0%[9.22 µM], HT1080-NT tox 1%, KB-V1 MDR tox 0%, ATXN2 expr inh -16%, IL1B secr inh -26, HT1080 IDH1KD tx -28%, WRN helicase inh -3% and KB-3-1 tox -5%.
`CC(=O)c1nc2ccccc2n1Cc1ccccc1` gave MCF10A rereplic -2%, SW480 rerep -22%, HT1080-NT tox 1%, KB-V1 MDR tox 9%, IL1B secr inh 25, HT1080 IDH1KD tx 9%, WRN helicase inh -1% and KB-3-1 tox 3%.
O=C(c1cnn(-c2ccccc2)c1)c1cc(F)ccc1O was read as MCF10A rereplic -8%, SW480 rerep -8%, HT1080-NT tox 14%, KB-V1 MDR tox -5%, ATXN2 expr inh 47%[activator], IL1B secr inh -16, HT1080 IDH1KD tx 12%, WRN helicase inh 0% and KB-3-1 tox 3%.
